Mito fusion yeast – qHTS Assay for Small Molecule Inhibitors of Mitochondrial Division or Activators of Mitochondrial Fusion; S. cerevisiae fusion-defective mutant growth rescue, CellTiterGlo 48 h; Potency, µM (top dose mostly 46.1 µM), for inactives: top-dose growth rescue (activation), actives largely listed as activators; actives 0.23% (n = 320,000); AID 485298, 2010;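 further: potency means the concentration at half of the fitted maximal effect; % of control where 0% means no effect; nearly all actives have a fitted effect of over 45% in size; temperature-sensitive fusion mutants such as fzo1-1 at 37 °C on non-fermentable ethanol glycerol medium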
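Luminescent cell viability in 1536-well qHTS format served as the measure of rescued growth in ts fusion-mutant S. cerevisiae cultured on non-fermentable YPEG for 48 hours at 37C.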
Eya2 phos inh – qHTS Assay for Inhibitors of the Phosphatase Activity of Eya2. recombinant Eya2, OMFP fluorescence dephosphorylation (OMFP is methylfluorescein phosphate). Potency, µM (highest dose often 76.9 µM), without a hit: at the top dose activity, negative = inhibition, actives largely listed as inhibitors. actives 0.006% (n = 330,000); further: potency means the concentration at half of the fitted maximal effect; on the % scale 0 is the no-effect control and ±100 the full control effect
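Eya2 (0.2 uM) preincubated 10 min at ambient with compound, then OMFP substrate added at 50 uM; 10 min reaction in 50 mM HEPES pH 7.5, 50 mM NaCl, 5 uM MgCl2, 0.05% BSA, 1 mM DTT. Fluorescence read at Ex 485/Em 525 nm.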
TRPV1 ag – HTS Assay for Compounds that Act as Agonists of the Vanilloid Receptor 1 | Transient receptor potential cation channel subfamily V member 1 (Homo sapiens), Q8NER1 | TRPV1-expressing cells, Fluo-8 calcium influx, agonist mode | activation, % at 8.33 µM | actives 0.19% (n = 320,000); in the data active means activation above about 80%; inconclusive means between about 30% and that limit; further: 0% is about no effect
Target sequence (Q8NER1 whole entry, looked up): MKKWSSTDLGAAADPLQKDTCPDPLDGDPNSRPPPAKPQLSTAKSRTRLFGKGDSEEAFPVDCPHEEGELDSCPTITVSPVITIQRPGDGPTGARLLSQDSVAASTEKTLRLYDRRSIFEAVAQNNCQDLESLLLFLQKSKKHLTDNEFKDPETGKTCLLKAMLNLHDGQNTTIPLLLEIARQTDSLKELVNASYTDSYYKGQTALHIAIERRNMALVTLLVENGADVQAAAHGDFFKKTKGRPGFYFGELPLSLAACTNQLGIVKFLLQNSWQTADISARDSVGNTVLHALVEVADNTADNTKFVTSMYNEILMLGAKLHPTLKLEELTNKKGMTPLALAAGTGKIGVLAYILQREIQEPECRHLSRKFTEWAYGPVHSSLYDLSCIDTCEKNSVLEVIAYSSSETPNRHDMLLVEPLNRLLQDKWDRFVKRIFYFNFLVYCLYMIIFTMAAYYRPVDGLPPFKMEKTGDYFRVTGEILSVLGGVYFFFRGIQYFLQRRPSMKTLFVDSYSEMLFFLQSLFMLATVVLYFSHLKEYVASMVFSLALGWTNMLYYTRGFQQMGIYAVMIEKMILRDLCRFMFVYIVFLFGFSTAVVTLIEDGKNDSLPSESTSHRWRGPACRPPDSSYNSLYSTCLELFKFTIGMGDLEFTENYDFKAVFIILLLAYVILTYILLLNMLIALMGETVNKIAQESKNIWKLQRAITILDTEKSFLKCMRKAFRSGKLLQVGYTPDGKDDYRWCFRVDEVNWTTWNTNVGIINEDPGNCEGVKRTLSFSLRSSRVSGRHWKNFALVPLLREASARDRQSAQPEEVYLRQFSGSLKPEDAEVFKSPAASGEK
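TRPV1-expressing cells were cultured overnight at 35.5C and loaded with Fluo-8 calcium dye for 40 to 90 min at room temperature. After a 10 s baseline, compound was added and calcium influx was read kinetically for 3 min (ex 480/em 520 nm).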
KCNH2 3.1 block – qHTS for Inhibitors of KCHN2 3.1: Mutant qHTS | Potassium voltage-gated channel subfamily H member 2, brain isoform KCNH2 3.1 (human) | U2OS KCNH2 3.1, thallium flux FluxOr; hits give low values | activity change, % (tested at about 1.8 µM) | actives 0.95% (n = 340,000) | AID 720553, 2013;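 active means maximum activity change below -70%; inconclusive means maximum activity change from -70% to -50%; inactive means maximum activity change above -50%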;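 further: thallium influx rate constant from kinetic fluorescence after stimulation buffer; on the % scale 0 is the no-effect control and ±100 the full control effect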
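Virally transduced U2OS (3.1 isoform, 4 h infection in dark at RT) → overnight 37 C → FluxOr + Red40 in HBSS/HEPES, 45 min → stimulation buffer, 2 min kinetic read → rate constant vs DMSO controls.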
AT treatment – qHTS Assay for Identifying a Potential Treatment of Ataxia-Telangiectasia; […] A-T fibroblasts, KAP-1 phosphorylation AlphaLISA; neocarzinostatin DNA damage 30 min before lysis; actives 0.19% (n = 320,000); Potency, µM (series often up to 57.5 µM), for inactives: at the top dose activation, usual class: activators; AID 485349, 2010; further: potency means the concentration at half of the fitted maximal effect; % of control where 0% means no effect; nearly all actives have a fitted effect of over 45% in size
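ATM-like activity read as KAP-1 phosphorylation via AlphaLISA donor/acceptor antibody pairs after lysis and 6 hr at 25C. Cells were ATM-null patient fibroblasts ([…], hTERT), dosed 60 min, then exposed to the DSB inducer NCS for 30 min.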
USP2a inh – qHTS Assay for Inhibitors of Ubiquitin-specific Protease USP2a Using CHOP2 as the Reporter; Ubiquitin carboxyl-terminal hydrolase 2 (Homo sapiens), O75604; USP2 core, Ub-CHOP2 coupled fluorogenic reporter, 485/531; Potency, µM (top dose mostly 38.3 µM), without a hit: at the top dose activity change, negative = inhibition, most hits filed as inhibitors; actives 0.01% (n = 330,000); AID 463254, 2010;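 further: potency means the concentration at half of the fitted maximal effect; plate controls were DMSO wells for no effect and full inhibition by NEM control for full effect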
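USP2 core (10nM final) preincubated 30min RT with compound in 20mM Tris-HCl pH 8.0, 2mM CaCl2, 2mM beta-mercaptoethanol, 0.05% CHAPS; 25nM Ub-CHOP2 plus 25nM reporter substrate added, fluorescence (Ex485/Em531) read after 60min.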
ELG1 DNA repair – qHTS screen for small molecules that inhibit ELG1-dependent DNA repair in human embryonic kidney (HEK293T) cells expressing luciferase-tagged ELG1; actives 2.3% (n = 330,000); HEK293T ELG1-luciferase reporter, luminescence, 16 h; DNA damage induced by 5-fluorouridine; AID 504467, 2011; Potency, µM (top dose mostly 46.1 µM), for inactives: top-dose activity change, negative = inhibition, usual class: inhibitors; further: potency means the concentration at half of the fitted maximal effect; on the % scale 0 is the no-effect control and ±100 the full control effect; nearly all actives have a fitted effect of over 55% in size
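Overnight (16 hr) co-exposure of 2,000 cells/well to 5-fluorouridine and compound at 37 °C preceded detection. Luciferase was quantified via ONE-Glo luminescence; loss of signal denotes inhibition.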
TSHR antagonist – Antagonists of the Thyroid Stimulating Hormone Receptor: HTS campaign; Thyrotropin receptor (Homo sapiens), P16473; TSHR-expressing cells, TSH-stimulated cAMP HTRF, 2 h; hits give low values; activity change, negative = inhibition, % at 11.5 µM; actives 0.2% (n = 330,000); AID 504810, 2011;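 active means activity change below a set negative limit, meaning inhibition stronger than a set level, cut at about -70% in these data; inconclusive means activity change between two set negative limits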; further: on the % scale 0 is the no-effect control and ±100 the full control effect
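Competitive HTRF cAMP read-out (cryptate anti-cAMP antibody, cAMP-d2; 30 min, room temperature) in freshly harvested TSHR cells. Compounds added before TSH at EC80 (4nM final), followed by 2 hours' incubation at 37 deg C.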
TCR act – Activators of T cell receptors: qHTS campaign | Potency, µM (highest dose often 9.22 µM), inactives show top-dose activation of IL-2 secretion, hits mostly activators | primary human leukocytes, anti-CD3, IL-2 HTRF, 48 h | 330,000 tested, under 10 active; further: % of control where 0% means no effect
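Using a-CD3 beads without co-stimulation, primary human leukocytes were exposed to compounds for 48 hr. An HTRF IL-2 kit measured the cytokine, with europium-to-d2 energy transfer producing emission at 665nm upon 320nm excitation.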
hERG WT inh – qHTS for Inhibitors of KCHN2 3.1: Wildtype qHTS; U2OS, BacMam KCNH2, thallium flux FluxOr; hits give low values; Voltage-gated inwardly rectifying potassium channel KCNH2 (Homo sapiens), Q12809; activity change, % at 1.84 µM; AID 720551, 2013; actives 0.37% (n = 340,000);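 active means maximum activity change below -70%; inconclusive means maximum activity change between -70% and -50%; inactive means maximum activity change above -50%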; further: on the % scale 0 is the no-effect control and ±100 the full control effect
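U2OS cells transduced with wild-type KCNH2 virus are loaded with FluxOr dye for 45 min, and thallium flux is measured in kinetic reads before and after stimulation buffer. Rate constants are normalized to DMSO controls.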
An asterisk follows results filed as active; ? = inconclusive; / = no result given; [ ] = dose if it differs, or a comment. Unless noted, the call rests on the fitted dose curve; in most records, active means well fitted curve in the direction sought with a large enough effect; inconclusive means small, poorly fitted or top-dose-only effect, or another doubt; inactive means no such curve, though single readings can be large; an effect the other way counts as inactive or inconclusive. These rows are one share of the data; count on the stated rates, not on these rows.

Results follow in this order: Mito fusion yeast	Eya2 phos inh	TRPV1 ag	KCNH2 3.1 block	AT treatment	USP2a inh	ELG1 DNA repair	TSHR antagonist	TCR act	hERG WT inh
#1 CC1CCCCC1Nc1nc2ccc(Cl)cc2n2cnnc12 (stereo not drawn)
  -43%[inhibitor]	-2%	18	-8	21%	4%	?	-8	-2%	-1
#2 Cc1noc(C)c1C(=O)Nc1nc(-c2ccc(F)c(F)c2)cs1
  24%	-7%	0	3	-4%	1%	4%	-23	-3%	0
#3 O=C(O)c1ccc(-n2cc(-c3cc4ccccc4oc3=O)[nH]c2=S)cc1
  2%	27%	-2	-2	4%	3%	?	8	3%	-9
#4 CC1CCN(c2nc3c(c(=O)[nH]c(=O)n3C)n2CCSc2nc3ccccc3o2)CC1
  -9%	9%	-2	/	-3%	1%	-1%	3	/	/
#5 CCOC(=O)Cn1nc(-c2ccccc2)c2cnc3ccc(C)cc3c21
  5%	4%	-6	-5	5%	2%	?	-7	11%	-10
#6 Cc1onc(-c2ccc(Cl)cc2)c1-c1ccnc(SCC(=O)Nc2cc(Cl)cc(Cl)c2)n1
  13%	-15%	-2	11	14%	2%	?	-12	3%	-1
#7 COc1ccc2c(CC(=O)N[C@@H](Cc3c[nH]c4ccccc34)C(=O)O)cc(=O)oc2c1
  -1%	?	-1	6	-5%	0%	8%	4	6%	2
#8 C=CCNC(=O)C1=NN(c2c(F)c(F)cc(F)c2F)C(=O)CC1
  33%	15%	-6	3	7.1µM*	0%	26%	21	6%	1
#9 CCOc1cccc2sc(=NC(=O)c3ccc(S(=O)(=O)N4CCOCC4)cc3)n(C)c12
  -1%	-8%	-2	-8	0%	1%	1%	-10	-4%	-32
#10 CCN1CCN(CC(=O)Nc2ccc(C(C)=O)cc2)CC1
  6%	8%	-5	2	4.5µM*	-3%	24%	20	-3%	40
#11 Clc1cccc(CSc2ccc(-c3ccco3)nn2)c1
  -3%	-4%	?	-15	9%	-1%	0%	-7	/	2
#12 O=C(Cn1nc([N+](=O)[O-])nc1Br)NC1CCCCC1
  -14%	2%	1	2	4%	1%	-12%	-7	1%	-9
#13 COc1ccccc1C1CC(=O)Oc2ccc(C(C)(C)C)cc21 (stereo not drawn)
  /	-17%	/	-3	9%	0%	16%	-4	4%[46.1 µM]	-2
#14 CCCN(CCC)CCCNC(=O)c1cn(CC)c2ccc(S(=O)(=O)N3CCOCC3)cc2c1=O
  1%	0%	-2	12	-3%	1%	?	12	0%	-9
#15 COc1ccc(CC(C)CC(=O)NCCc2ccc(OC)c(OC)c2)cc1 (stereo not drawn)
  -11%	3%	?	-3	-2%	-1%	?	1	9%	1

3 compounds out of the list above, sorted by their value in Eya2 phos inh, descending:
no. | SMILES | Eya2 phos inh
8 | C=CCNC(=O)C1=NN(c2c(F)c(F)cc(F)c2F)C(=O)CC1 | 15%
6 | Cc1onc(-c2ccc(Cl)cc2)c1-c1ccnc(SCC(=O)Nc2cc(Cl)cc(Cl)c2)n1 | -15%
13 | COc1ccccc1C1CC(=O)Oc2ccc(C(C)(C)C)cc21 (stereo not drawn) | -17%

Look-ups from the list:
#3 – hERG WT inh = -9
#4 – AT treatment = -3%

Next section.
Results follow in this order: Mito fusion yeast	Eya2 phos inh	TRPV1 ag	KCNH2 3.1 block	AT treatment	USP2a inh	ELG1 DNA repair	TSHR antagonist	TCR act	hERG WT inh
#16 CC1(C)CC2CC(C)(CN2S(=O)(=O)c2ccc(F)cc2F)C1 (stereo not drawn)
  2%	-8%	22	-1	1%	0%	-2%	-17	-4%	-4
#17 O=C(Cn1cncn1)N/N=C/c1ccccc1Cl
  1%	-5%	-2	-1	-19%	0%	30%	6	3%	-2
#18 CC(=O)N1N=C(c2ccc(NS(C)(=O)=O)cc2)CC1c1ccc2nccnc2c1 (stereo not drawn)
  -5%	8%	1	-7	-3%	-1%	11%	-6	-1%	2
#19 COc1cc(C)ccc1OCC(=O)OCC(=O)c1ccc[nH]1
  /	6%	/	16	-3%	1%	8%	-5	-2%	-1
#20 COc1cc(CNn2cn[nH]c2=S)ccc1OCC(=O)NC(C)(C)C
  3%	9%	0	14	6%	1%	?	0	-1%	16
#21 Cc1ccc(NC(=O)C2CCN(C(=O)NC3CCCCC3)CC2)c(C)c1
  4%	10%	-5	6	0%	0%	9%	-23	-3%[46.1 µM]	-1
#22 C/C(=N\NC(=O)C1CC1)c1ccc(OC(F)F)cc1
  -5%	5%	3	0	6%	-1%	?	6	-2%	1
#23 COc1ccc(CN2CCNC(=O)C2CC(=O)N(C)CCc2cnn(C)c2)c(F)c1 (stereo not drawn)
  16%	-3%	6	3	3%	4%	10%	1	-8%	5
#24 O=C(O)c1cccc2[nH]c(C(F)(F)F)nc12
  -1%	-2%	-3	-5	-4%	-8%	15%	0	7%	-15
#25 CC[n+]1c(C)n(-c2ccccc2)c2ccc(C(=O)OC)cc21
  3%	8%	1	0	-2%	2%	-8%	-1	-3%	4
#26 Cn1nnnc1SCC(=O)Nc1ccccc1C(=O)NCc1ccccc1
  -5%	3%	-1	4	9%	3%	9%	10	-1%	9
#27 O=C(CCCC(=O)Nc1cccnc1)Nc1cccnc1
  7%	-1%	2	30	/	1%	11%	31	0%[46.1 µM]	-2
#28 COC(=O)C(CCCCNC(=O)OCc1ccccc1)NC(=O)CN (stereo not drawn)
  -6%	-8%	3	-2	-2%	-1%	-4%	14	-3%	1
#29 CC1CC1C(=O)OCC(=O)NCc1ccc(Cl)cc1Cl (stereo not drawn)
  2%	17%	10	-1	-3%	4%	-5%	-7	1%	0
#30 CCOC(=O)c1cn(-c2ccccc2CO)c2c(F)c(F)c(F)cc2c1=O
  0%	6%	5	9	-5%	3%	6%	9	/	-1
#31 CCN(Cc1ccccc1)c1ccc(/C=N/N2CCOCC2)cc1
  1%	-6%	19	/	-11%	-1%	?	-13	6%[46.1 µM]	-11
#32 Cc1ccccc1OCCCC(=O)Nc1nccs1
  -3%	-1%	28	-4	/	0%	?	-28	-25%	-32
#33 c1ccc(N2CCN(c3ncnc4scc(-c5cccs5)c34)CC2)cc1
  ?	-4%	0	4	4%	-1%	?	-23	/	2
#34 O=C(Nc1ccc(Cl)cc1)C1C2CCC3C(CCC21)C3(Cl)Cl (stereo not drawn)
  5%	-1%	?	-2	-4%	-1%	3%	-31	-2%	-2
#35 COCCn1cnc2c1c(=O)n(CC#N)c(=O)n2Cc1ccccc1
  0%	20%	1	6	-3%	-2%	-1%	1	1%	-20
#36 Cc1ccc(C(=O)N2CCSCC2)cc1
  0%	1%	0	-6	1%	2%	6%	13	-4%	7
#37 O=C(CC1CCCCC1)NCc1ccc(Cl)cc1
  -1%	5%	?	2	-3%	1%	?	-2	7%	3
#38 NC(=O)c1cnn(-c2cc(Oc3ccccc3)ncn2)c1N
  3%	5%	1	18	-1%	8%	?	0	0%	-26

Down the list, as entered above.
Entries 31 to 38 in TSHR antagonist: -13, -28, -23, -31, 1, 13, -2, 0
Entries 31 to 38 in KCNH2 3.1 block: /, -4, 4, -2, 6, -6, 2, 18
Entries 31 to 38 in TRPV1 ag: 19, 28, 0, ?, 1, 0, ?, 1

Profiles as entered above. Order of screens: Mito fusion yeast	Eya2 phos inh	TRPV1 ag	KCNH2 3.1 block	AT treatment	USP2a inh	ELG1 DNA repair	TSHR antagonist	TCR act	hERG WT inh
`CCN(Cc1ccccc1)c1ccc(/C=N/N2CCOCC2)cc1` as listed: 1%	-6%	19	/	-11%	-1%	?	-13	6%[46.1 µM]	-11
`NC(=O)c1cnn(-c2cc(Oc3ccccc3)ncn2)c1N` as listed: 3%	5%	1	18	-1%	8%	?	0	0%	-26
